PfGluPho inh – PfG6PD (Plasmodium falciparum) enzyme inhibition; PfGluPho enzyme, NADPH resazurin-diaphorase fluorescence; inhibition, % at 20 µM; hit rate 0.78% among 350,000; AID 504690;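 active = inhibition reaching at least a set limit at 20 µM in the primary screen, cut at about 59% in these data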;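 also: 0% = DMSO wells with substrate and 100% = DMSO wells lacking glucose-6-phosphate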
NALP3 yeast inh – inhibitors of NALP3 inflammasome in yeast; Yeast reconstituted NLRP3/ASC/caspase-1, beta-gal luminescence, 24 h; inhibition, % at 10 µM; hit rate 0.39% among 330,000;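 active = inhibition of 50% or more; inactive = inhibition below 50%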;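 also: plate controls were induced DMSO wells for no effect and uninduced yeast grown without galactose for full effect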
Apaf1 inhib – blocks human Apaf-1 apoptosome activity. reconstituted apoptosome caspase-3 activity, DEVD-Rh110 fluorescence. O14727. AID 489030. inhibition, % at 20 µM. hit rate 0.71% among 330,000; active = inhibition of at least 40% at 20 µM;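 also: plate controls were DMSO wells for no effect and DEVD-CHO caspase inhibitor wells for full effect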
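Material: cell-free apoptosome with Apaf-1, procaspase-3 and caspase-9; Buffer or medium: Hepes pH 7.5 with detergent and BSA; Reagent: cytochrome c trigger plus (Z-DEVD)2-Rh110 caspase-3 substrate; Times: compound with Apaf-1, dATP, procaspase-3 30 min, then 50 min reaction, room temperature; Technique: Rh110 fluorescence intensity.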
SENP7 block – SENP7 protease inhibition | Q9BQF6 | recombinant SENP7, Z-RLRGG-aminoluciferin luminescence, 40 min | inhibition, % at 5 µM | hit rate 1.5% among 330,000 | AID 434973;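 active = inhibition above about 50% at the single test dose, limit read from the data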;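 also: plate controls were DMSO with enzyme for no effect and no enzyme buffer wells for full effect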
Target sequence (Q9BQF6 706-1050 limits assumed): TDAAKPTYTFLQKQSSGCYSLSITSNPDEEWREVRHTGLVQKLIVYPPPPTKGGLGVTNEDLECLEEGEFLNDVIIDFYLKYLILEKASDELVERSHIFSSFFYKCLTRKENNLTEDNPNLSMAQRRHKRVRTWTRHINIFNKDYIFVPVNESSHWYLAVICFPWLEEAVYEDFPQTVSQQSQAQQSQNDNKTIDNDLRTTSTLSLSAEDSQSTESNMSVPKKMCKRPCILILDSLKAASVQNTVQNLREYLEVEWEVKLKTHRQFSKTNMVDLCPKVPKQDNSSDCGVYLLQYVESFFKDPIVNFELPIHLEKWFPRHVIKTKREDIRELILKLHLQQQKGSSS
SENP8 block-1 – blocks human SENP8 cleavage of Nedd8 substrate; hit rate 0.64% among 360,000; inhibition, % at 20 µM; AID 602440; Q96LD8; recombinant SENP8, Nedd8 substrate fluorescence; in the data active = inhibition mostly above about 40%, no sharp cut-off; inactive = mostly below about 27%
Target sequence (Q96LD8 whole entry, looked up): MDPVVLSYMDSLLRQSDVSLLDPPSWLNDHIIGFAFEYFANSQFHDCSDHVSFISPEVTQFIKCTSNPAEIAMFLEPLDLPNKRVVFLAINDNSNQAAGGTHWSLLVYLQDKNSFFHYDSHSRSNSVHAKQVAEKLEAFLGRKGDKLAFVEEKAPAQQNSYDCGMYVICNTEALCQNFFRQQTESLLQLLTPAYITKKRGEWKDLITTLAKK
SENP8 block-2 – SENP8 protease inhibition; Q96LD8; purified SENP8, Z-RLRGG-aminoluciferin cleavage, luminescence; inhibition, % at 10 µM; hit rate 1.2% among 330,000; AID 2540; in the data active = inhibition above about 50%
HKDC1 inhibitor – inhibitors of human hexokinase HKDC1; recombinant HKDC1, G6PDH/diaphorase resazurin coupled fluorescence; inhibition, % at 20 µM; hit rate 0.16% among 340,000; AID 493160;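 active = inhibition above about 35% when tested at 20 µM, limit read from the data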;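 also: plate controls were DMSO wells with enzyme for no effect and DMSO wells lacking enzyme for full effect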
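test system = in-house recombinant HK5 (HKDC1) enzyme | amount = HKDC1 at 5 µg/mL | control set = DMSO-enzyme wells negative, buffer-substituted wells positive | compound = one dose of 20 µM, 1% DMSO | schedule = reaction time 90 min, room temperature, protected from light | technique = resorufin fluorescence at 613 nm | reagent = glucose with 1 mM ATP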
SENP6 inh – inhibitors of human SENP6 protease; hit rate 1.8% among 330,000; Q9GZR1; inhibition, % at 10 µM; Recombinant SENP6 catalytic domain, aminoluciferin luminescence; AID 2599;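 active = inhibition above about 50% at the single tested dose, limit read from the data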;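 also: plate controls were DMSO wells with enzyme for no effect and DMSO wells lacking enzyme for full effect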
Target sequence (Q9GZR1 628-1112 limits assumed): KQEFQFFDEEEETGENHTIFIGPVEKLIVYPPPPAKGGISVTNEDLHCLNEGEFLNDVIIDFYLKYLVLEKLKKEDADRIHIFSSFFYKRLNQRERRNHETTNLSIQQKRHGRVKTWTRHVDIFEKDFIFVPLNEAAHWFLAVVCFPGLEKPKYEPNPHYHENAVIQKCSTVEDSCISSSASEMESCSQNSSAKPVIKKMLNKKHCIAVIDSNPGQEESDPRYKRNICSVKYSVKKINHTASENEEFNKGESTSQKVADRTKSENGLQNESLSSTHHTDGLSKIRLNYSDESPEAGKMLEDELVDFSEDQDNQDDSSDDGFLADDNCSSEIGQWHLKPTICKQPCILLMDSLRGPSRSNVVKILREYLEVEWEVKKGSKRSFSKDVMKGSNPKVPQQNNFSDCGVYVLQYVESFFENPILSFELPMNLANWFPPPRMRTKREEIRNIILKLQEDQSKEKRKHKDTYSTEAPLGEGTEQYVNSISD
SENP1 inh – SENP1 (human) catalytic domain inhibition; AID 624204; recombinant SENP1 catalytic domain, CyPet-SUMO1-YPet FRET cleavage; Q9P0U3; hit rate 0.21% among 360,000; inhibition, % at 10 µM;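 active = inhibition at least 30% at 10 µM, raw YFP signal under a set limit, fluorescence ratio 0.5 to 1.5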;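 also: 0% = enzyme with DMSO and 100% = no enzyme wells; some results filed as inactive read as strong as hits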
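System: Recombinant human SENP1 catalytic domain, His6-tagged | Incubation: Enzyme reaction for 50 min at room temperature, dark | Medium: Tris pH 8 with BME, BSA, NP40 and catalase | Also added: 25 nM SUMO1 FRET substrate | Compound: 10 µM single point, 0.5% DMSO | Measured by: FRET fluorescence in CFP and YFP emission channels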
* marks the source's active call; other numbers are inactive results; . = not tested or not shown.

SMILES	PfGluPho inh	NALP3 yeast inh	Apaf1 inhib	SENP7 block	SENP8 block-1	SENP8 block-2	HKDC1 inhibitor	SENP6 inh	SENP1 inh
CN(CC(=O)Nc1ccc(F)cc1)C(=O)c1ccc(OCc2ccccc2)cc1	-3	8	15	-11	1	-11	-4	-9	3
O=C(NC(=S)N1CCN(c2ccc(O)cc2)CC1)c1cccs1	24	7	-8	-6	22	0	-1	-16	2
N#CCOc1nc(N2CCCCC2)nc(N2CCCCC2)n1	-1	18	9	0	11	3	-4	5	0
O=C(CCN1CCN(c2ccccc2)CC1)Nc1nccs1	-11	6	2	-2	7	-9	-4	-3	3
O=C(NN1CCOCC1)c1ccc(Cl)cc1[N+](=O)[O-]	-7	17	-9	2	8	3	0	-8	2
CCOc1ccc(C(=O)NC2CCN(C(=O)Nc3ccccc3OC)CC2)cc1	-15	-7	6	-6	12	-6	-2	-13	0
S=C1NCN(CCc2ccccc2)CN1Cc1ccccc1	5	4	-5	-9	10	-3	-4	-8	2
O=C(NC(=S)NCCSc1ccccc1)c1cccnc1	-8	19	0	-4	8	-10	16	-17	-1
CNC(=O)c1c(NC(=O)c2cccc(C)c2)sc2c1CCC2	38	21	15	-8	-228	-5	6	-18	-78
NC(N)=Nc1nc(CSCC/C(N)=N/S(N)(=O)=O)cs1	2	15	-7	5	1	7	-5	-6	2
CC(OC(=O)Cc1c[nH]c2ccccc12)C(=O)NC1CCCCC1C (stereo unspecified)	0	7	5	8	14	-11	-1	3	6
COc1ccc(NC(=O)c2nc[nH]c2C(=O)N2CCC(C)CC2)cc1	1	0	3	-5	14	-14	-4	-2	2
COc1ccc(-c2nnc(SCC(=O)NC3CCCc4ccccc43)n2N)cc1 (stereo unspecified)	1	-2	4	9	20	7	13	-9	2
CN(C)Cc1cc(CCNC(=O)c2ccc(Cl)cc2)ccc1O	-5	11	1	8	14	0	-7	-20	0
Cc1ccsc1C1C(C#N)=C(N)N(N(C)C)C2=C1C(=O)CC(C)(C)C2 (stereo unspecified)	11	6	-5	0	3	-1	-1	13	3
CCCSc1nc2cc(OC)c(OC)cc2c(=N)n1CCCN1CCOCC1	-1	11	3	2	-23	1	-1	-8	3
COc1ccc(/C=N/NC(=O)c2ccc(Br)cc2)c(OC)c1	-13	12	1	6	-158	4	11	24	-3
CCN(CC)S(=O)(=O)c1ccc2[nH]cc(C(=O)NCCN3CCCCC3C)c(=O)c2c1 (stereo unspecified)	-6	1	-22	-2	-142	-1	-4	-11	-8
CCOc1ccc(CCNC(=O)COC(=O)c2nc(Cl)ccc2Cl)cc1OCC	9	4	17	-4	-6	-5	-2	-8	1
Cc1cccc(N2CCN(C(=O)CN3C(=O)C4CC=CCC4C3=O)CC2)c1C (stereo unspecified)	8	7	0	6	-7	5	-4	1	0
CCOCCN1CCN(c2c3c(nc4cc(-c5ccc(F)cc5)nn24)CCC3)CC1	8	.	.	.	-185	.	3	.	-1
N#Cc1ccc(OC(=O)Cc2ccsc2)cc1	0	-26	4	8	-2	3	-6	-4	-1
COc1ccc(NC(=O)CN2C(=O)COc3ccc(S(=O)(=O)N4CCOCC4)cc32)cc1Cl	4	7	2	-1	14	-4	-4	-4	-3
COc1ccc(C(=O)Nc2nnc(S(=O)(=O)N3CCCCCC3)s2)cc1OC	-32	20	14	-11	-289	-14	3	-14	1
Brc1c(CSc2nnc(-c3ccco3)o2)nc2ccccn12	33	30	-5	4	8	-2	-4	-1	2
Brc1ccc(C2Nc3cccc4cccc(c34)N2)o1	54	30	10	4	9	15	12	-20	-4
Nc1nnn(CC(=O)N/N=C/c2ccc(O)cc2)n1	-10	-2	-2	-14	-4	-5	-4	9	2
COc1cc(/C=C/C(=O)O)cc(OC)c1O	-1	2	-1	-9	-98	-9	9	-2	-4
CCC(C)CCN1C(Nc2ccccc2)=NC[C@@H]1Cc1ccccc1 (stereo partly specified)	5	19	2	0	20	-1	-2	-14	-10
CCCCCC(=O)Nc1sc(C)c(C)c1C#N	39	-42	0	-4	13	-13	3	-9	-8
Cc1nnc(N/N=C/c2ccc(O)c([N+](=O)[O-])c2)[nH]c1=O	3	18	0	-2	20	-15	18	5	2
Cc1cc(C)n(-c2cccc3cccnc23)n1	0	1	-4	4	25	-1	-11	5	0
CC(=O)Nc1ccccc1OCC(O)CS(=O)(=O)c1ccc(C(F)(F)F)cn1 (stereo unspecified)	-2	21	0	-7	14	3	-4	-7	3
Cc1cc(C(F)(F)F)nc(-n2cc(-c3cccc(N)c3)nn2)n1	18	-8	3	-2	-2	3	-2	13	2
COc1ccc(-c2nnc(SCC(=O)N3CCCCC3)o2)cc1OC	5	17	-5	-1	11	-8	1	-4	3
N/C(CCS(=O)(=O)c1ccc(Cl)cc1)=N\OC(=O)c1ccccc1C(F)(F)F	-3	-7	-7	0	5	-2	-3	-13	0
CC(C)c1c(O)nc(SCC(=O)N2CCOCC2)[nH]c1=O	1	13	0	-2	8	-4	-7	-2	2
CCOc1ccc(S(=O)(=O)N2CCC(C(=O)NCC3CCCO3)CC2)cc1Cl (stereo unspecified)	-1	6	3	1	20	-7	-7	-29	-1
O=C(COC(=O)c1ccccc1N1C(=O)C2C3CCC(C3)C2C1=O)c1ccccc1 (stereo unspecified)	-11	-5	-6	-4	1	1	-8	-4	1
c1ccc(-c2cn3nc(-c4ccccc4)cnc3n2)cc1	18	.	.	.	-417	.	14	.	-24
Cc1cc(C)c(C)c(S(=O)(=O)Nc2cccnc2)c1C	14	5	-23	1	13	5	-2	-4	0
C/C(=N\Nc1nc2ccccc2[nH]1)c1ccccn1	.	25	14	-1	-4	32	.	59*	-1
CC(C)[C@H](N[C@@H](C)c1ccccc1)c1c(O)ccc2ccccc12	22	24	17	1	-127	-3	20	-9	0
CC(C)n1c(=S)[nH]c2cc(C(F)(F)F)ccc21	17	-11	2	1	25	0	-1	1	4
S=C(NCCc1ccc(Cl)cc1)NC1CCCC1	-2	36	6	-6	4	-7	0	0	1

Single values from the entries so far:
Reading of COc1ccc(C(=O)Nc2nnc(S(=O)(=O)N3CCCCCC3)s2)cc1OC in PfGluPho inh: -32
Reading of Cc1ccsc1C1C(C#N)=C(N)N(N(C)C)C2=C1C(=O)CC(C)(C)C2 (stereo unspecified) in NALP3 yeast inh: 6
Reading of NC(N)=Nc1nc(CSCC/C(N)=N/S(N)(=O)=O)cs1 in Apaf1 inhib: -7
Reading of Nc1nnn(CC(=O)N/N=C/c2ccc(O)cc2)n1 in HKDC1 inhibitor: -4
Reading of CCCCCC(=O)Nc1sc(C)c(C)c1C#N in SENP1 inh: -8

At a glance, some entries already given:
SMILES	PfGluPho inh	NALP3 yeast inh	Apaf1 inhib	SENP7 block	SENP8 block-1	SENP8 block-2	HKDC1 inhibitor	SENP6 inh	SENP1 inh
CCOc1ccc(S(=O)(=O)N2CCC(C(=O)NCC3CCCO3)CC2)cc1Cl (stereo unspecified)	-1	6	3	1	20	-7	-7	-29	-1
O=C(COC(=O)c1ccccc1N1C(=O)C2C3CCC(C3)C2C1=O)c1ccccc1 (stereo unspecified)	-11	-5	-6	-4	1	1	-8	-4	1

Other compounds.
SMILES	PfGluPho inh	NALP3 yeast inh	Apaf1 inhib	SENP7 block	SENP8 block-1	SENP8 block-2	HKDC1 inhibitor	SENP6 inh	SENP1 inh
COc1ccc2cc(CCNC(=O)c3cccs3)c(=O)[nH]c2c1	-9	17	-1	6	-22	4	1	4	2
CCCCOc1ccc(/C=N/NC(=O)C2CCCNC2=O)cc1 (stereo unspecified)	13	3	-11	13	9	-4	1	-12	3
O=C(Nc1ccc(N2CCOCC2)c(S(=O)(=O)Nc2ccccc2Cl)c1)c1ccc(=O)[nH]n1	1	.	.	.	4	.	2	.	3
CC1CCCCC12NC(=O)N(CC(=O)N1CCN(C(=O)c3ccco3)CC1)C2=O (stereo unspecified)	3	7	-2	9	8	-7	-4	1	0
COc1ccc(Cc2nnc(Cl)c3ccccc23)cc1OC	6	16	1	7	15	-10	-3	13	0
COc1ccccc1NC(=O)COC(=O)CC(C)(C)CC1=NS(=O)(=O)c2ccccc2N1	2	6	8	11	1	-16	-8	-14	-2
O=C(Nc1nn[nH]n1)c1cccc(Oc2ccccc2)c1	-44	12	-4	2	30	-2	-3	-8	-2
COc1cc(C2C(C(C)=O)=C(O)C(=O)N2CCc2ccc(OC)c(OC)c2)ccc1O (stereo unspecified)	-14	1	3	2	34	3	-7	-8	3
O=C(Nc1ccccc1F)N1CCc2ccccc2C1	1	29	-2	5	7	-8	2	12	3
Cc1ccc(O)c(C2=NCCNC(C(F)(F)F)=C2)c1	-4	-3	-1	-11	32	-7	-2	-4	2
COC(=O)NCC1(C)CC(NC(=O)OC)CC(C)(C)C1 (stereo unspecified)	21	-11	-1	7	22	3	-1	-4	-3
CCn1c(COc2cccc(OC)c2)nnc1SCC(=O)Nc1cc(OC)ccc1OC	7	13	12	-7	13	-15	-7	-11	0
COc1ccc(C)cc1NC(=O)c1ccc2c(SCC(=O)O)c3c(nc2c1)CCCC3	-28	17	37	-8	11	-4	8	-9	-1
CC1Cc2ccccc2N1C(=O)CSc1nnc(-c2ccc(S(=O)(=O)N3CCCC3)cc2)n1C (stereo unspecified)	-2	-8	15	-3	4	-8	-3	-14	1
COc1cc(NC(=O)c2ccc(NS(=O)(=O)c3c(C)noc3C)cc2)cc(OC)c1	-29	16	-7	-3	-4	0	8	-13	1
COCCNC(=O)c1ccc(C2SCC(=O)N2CCc2ccccc2)cc1 (stereo unspecified)	20	5	-10	2	5	0	-5	13	0
COc1cc(/C=N/NC(=O)c2cccc(NC(=O)c3ccccc3Cl)c2)ccc1O	7	4	5	-13	-52	-2	7	-14	1
CN(CCCNC(=O)CSc1cc(=O)n(C)c2ccc(Cl)cc12)Cc1ccccc1	11	16	5	-13	-49	-14	-1	-17	0
Cc1ccc(OC(=O)NC2CCS(=O)(=O)C2)cc1C (stereo unspecified)	9	4	-13	0	1	-9	-8	-10	1
CCOC(=O)N1CCN(C(=O)c2ccccc2N(Cc2ccccc2)S(=O)(=O)c2ccccc2)CC1	-7	7	9	1	8	-1	-4	13	1
Cc1ccccc1-n1ncc(C(C)NS(=O)(=O)c2ccccc2Cl)c1C (stereo unspecified)	-9	8	-2	2	0	2	7	-6	0
CC(=O)c1sc(C(C)(C)C)cc1NC(=O)CCC(=O)O	-16	8	-4	2	-1	-11	-5	-35	1
CC(CNC(=O)c1ccccc1Cl)NC(=O)c1ccccc1Cl (stereo unspecified)	-15	17	-13	-1	25	-8	7	-7	0
CN1/C(=C/c2cc[n+](C)c3ccccc23)C=Cc2ccccc21	5	.	.	.	58*	.	-5	.	-3
Cc1ccc(S(=O)(=O)Nc2ccc3c(c2)C(=O)NC3=O)cc1[N+](=O)[O-]	-40	23	0	-5	9	2	-2	15	26
NS(=O)(=O)c1ccc(NC(=O)COC(=O)CSc2n[nH]c(-c3ccccc3)n2)cc1	-4	2	-4	-6	11	-6	0	-20	1
CC(C)CN(C(=O)C1CCCCC1)C1CCS(=O)(=O)C1 (stereo unspecified)	8	2	4	1	7	-1	0	-13	1
O=C(c1cccs1)N1N=C(c2ccc(O)cc2)CC1c1ccccc1 (stereo unspecified)	10	7	28	-3	-61	-32	-3	-13	0
